# Bioassay records (PubChem)
# FXIa inh – blocks human coagulation factor XIa activity; hit rate 0.3% among 33,000; purified human FXIa, fluorogenic AMC substrate cleavage; P03951; AID 687; inhibition, % at 10 µM;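 active = inhibition above 40% in the primary screen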;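 also: 0% = enzyme without compound and 100% = blank wells lacking enzyme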
# Target sequence (P03951 19-387 limits assumed): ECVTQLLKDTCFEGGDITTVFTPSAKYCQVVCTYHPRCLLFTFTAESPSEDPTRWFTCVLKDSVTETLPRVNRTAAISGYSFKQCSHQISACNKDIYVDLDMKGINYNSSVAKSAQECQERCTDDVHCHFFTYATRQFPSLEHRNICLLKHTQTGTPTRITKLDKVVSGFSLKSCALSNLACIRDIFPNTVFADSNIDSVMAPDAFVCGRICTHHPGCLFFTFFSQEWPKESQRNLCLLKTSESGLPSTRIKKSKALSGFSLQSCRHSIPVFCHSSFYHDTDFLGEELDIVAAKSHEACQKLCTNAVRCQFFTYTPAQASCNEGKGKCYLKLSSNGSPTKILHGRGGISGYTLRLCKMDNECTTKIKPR
# Target sequence (P03951 388-625 limits assumed): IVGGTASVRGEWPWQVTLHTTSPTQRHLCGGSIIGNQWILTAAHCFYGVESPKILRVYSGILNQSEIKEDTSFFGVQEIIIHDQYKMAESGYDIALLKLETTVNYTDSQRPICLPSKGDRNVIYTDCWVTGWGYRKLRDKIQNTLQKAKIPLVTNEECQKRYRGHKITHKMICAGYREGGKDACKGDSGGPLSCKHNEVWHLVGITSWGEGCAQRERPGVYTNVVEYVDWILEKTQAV
# FXIIa inh – inhibitors of human coagulation factor XIIa. inhibition, % at 10 µM. AID 701. P00748. hit rate 0.2% among 33,000. purified human FXIIa, AMC substrate fluorescence, 2 h; in the data active = inhibition above about 30%;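 also: 0% = enzyme with vehicle only and 100% = no enzyme blank; many of its hits are not listed in these tables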
# An asterisk follows results filed as active.
# Value order – FXIa inh	FXIIa inh
O=C(CN1CCN(c2ccccc2)CC1)Nc1ccc(OCc2ccccc2)cc1
  -33	6
COCCCN1C(=O)C(=O)/C(=C(/O)c2ccc3c(c2)CC(C)O3)C1c1cccnc1 (stereo not given)
  4	-13
Cc1ccccc1NC(=S)C1=C(O)c2sccc2N(C)S1(=O)=O
  2	3
CC(C)C(C)(C#N)NC(=O)CSc1nnc(-c2ccncc2)n1Cc1ccccc1 (stereo not given)
  0	9
CCc1ccc(CNC(=O)c2cc3c(C)nc4ccccc4c3o2)cc1
  12	8
CCCN(CCC)c1nc2ccccc2n2c(C)nnc12
  8	5
Cc1ccc(NC(=O)c2cc(NC(=O)c3ccco3)ccc2N2CCOCC2)cc1Cl
  -3	0
CCOc1ccc(NC(=O)NCCCSC2CCCCC2)cc1
  -12	-14
Cc1ccccc1CSc1nsc(N)n1
  32	3
COc1ccccc1C(=O)O/N=C1/CCCc2c1ccc(OC)c2[N+](=O)[O-]
  0	0

# New compounds follow:
# Value order – FXIa inh	FXIIa inh
C=CCNc1nc(NC(C)(C)CO)nc(OC)n1
  -3	-3
CCNC(=O)C1CC(=O)OC12CCCCC2 (stereo not given)
  8	5
O=C(CN1C(=O)c2cccc3cccc1c23)NCc1cccnc1
  -16	-12
Cn1c(N2C(=O)CC(Cc3ccccc3)C2=O)nc2ccccc21 (stereo not given)
  2	-2
CCOC(=O)N1CCN(C(=O)C(CC(C)C)NS(=O)(=O)c2ccc3c(c2)oc(=O)n3C)CC1 (stereo not given)
  18	-1
O=C(NCCCn1ccnc1)C(=O)NCc1ccc(Cl)cc1
  -4	5
O=C(CCS(=O)(=O)Cc1ccccc1)NC1CCCCC1
  -1	2
CC(=O)c1c(C(C)=O)c(C)n(-c2nc(-c3ccc(C)c(C)c3)c(C)s2)c1C
  2	2
CCOC(=O)N1CCN(C(=O)CS(=O)(=O)c2cn(Cc3cccc(F)c3)c3ccccc23)CC1
  6	6
CCn1c(SCC(=O)c2cc(C)n(C)c2C)nnc1-c1ccccc1
  -12	4

# (further entries)
# Value order – FXIa inh	FXIIa inh
CCOC(=O)c1cnc2nc(NCc3ccc(OCc4ccccc4)cc3)[nH]n2c1=O
  9	10
CC1(C)Cc2c(sc3c2c(=O)n(Cc2ccccc2)c2nncn32)CO1
  -3	1
CCn1c(-c2cccs2)nc2ccccc21
  -2	-15
COc1ccccc1-n1c(SCC(=O)NC2CCCCC2)nc2c(c1=O)SCC2
  2	4
Cc1ccc(NC(=O)CN(c2ccc(C)cc2)S(=O)(=O)c2cccc3nonc23)cc1
  -2	19
O=C(c1nn(Cc2ccccc2)c(=O)c2ccccc12)N1CCc2ccccc2C1
  0	4
COc1ccc(CCNc2nnc(C)c(=O)[nH]2)cc1OC
  -6	12
Cc1ccc(SCC(=O)N2CCc3ccccc32)cc1
  -14	8
CCC(Cc1ccccc1)NC(=O)CSc1ccsc1[N+](=O)[O-] (stereo not given)
  -4	1
CCOCCc1nnc(NC(=O)C(CC)c2ccccc2)s1 (stereo not given)
  3	-2

# One compound at a time, from the list above. Order of values: FXIa inh	FXIIa inh
# O=C(c1nn(Cc2ccccc2)c(=O)c2ccccc12)N1CCc2ccccc2C1 is listed as 0	4
# Cc1ccc(SCC(=O)N2CCc3ccccc32)cc1 is listed as -14	8

# Going on with the list:
# Value order – FXIa inh	FXIIa inh
O=C(c1cccc(F)c1)N1CCc2ccccc21
  -7	5
CCOC(=O)c1c(NC(=O)C2CCCO2)sc2c1CCC2 (stereo not given)
  9	7
O=C1c2ccccc2NC(c2c(Cl)cccc2Cl)N1Cc1ccccc1 (stereo not given)
  3	-3
CCOC(=O)CNC(=O)Nc1ccccc1C(=O)OC
  -1	4
NC(=O)c1ccccc1OCC(=O)NC12CC3CC(CC(C3)C1)C2
  2	4
CC1CCCC(C)N1NC(=O)c1ccc(Cl)c(S(N)(=O)=O)c1 (stereo not given)
  5	10
O=C(CCN1C(=O)c2ccccc2C1=O)Nc1ccc2c(c1)OCCO2
  -1	-3
COc1ccccc1N(CC(=O)NC(C)(C)C)C(=O)C1CSC(=O)C1 (stereo not given)
  2	7
COc1ccc(NS(=O)(=O)c2cccc3nonc23)c(OC)c1
  -4	14
CCn1c(SCC(=O)C(C)(C)C)nnc1-c1cnccn1
  3	7

# More entries follow:
# Value order – FXIa inh	FXIIa inh
CCOC(=O)c1c(C)sc(Sc2ccc(Cl)cc2[N+](=O)[O-])c1OC
  0	2
COc1ccccc1-n1c(SCC(=O)Nc2ccc(C)cc2)nc(O)cc1=O
  3	10
COCCNC(=O)C(=O)NCCN1CCOCC1
  0	-12
CC1(c2ccccc2Cl)NC(=O)N(CC(=O)NC(=O)NCc2ccco2)C1=O (stereo not given)
  -1	5
c1ccc2c(c1)CCCC2C1=NCCN1 (stereo not given)
  3	2
CCCCn1c(SC(C)C(N)=O)nc2cc(C(=O)OC)ccc2c1=O (stereo not given)
  20	-14
O=C1C2C3C=CC(C3)C2C(=O)N1CCN1CCN(S(=O)(=O)c2ccc3ccccc3c2)CC1 (stereo not given)
  -4	4
Cc1ccc(N2CCN(C(=O)N3CCCC3)CC2)cc1C
  -5	8
COc1ccccc1CNC(=O)C[n+]1ccccc1
  2	3
Cc1cc2c(c(=O)n1Cc1ccco1)C(c1ccccc1)C(C#N)=C(N)O2 (stereo not given)
  -5	5

# Additional entries follow:
# Value order – FXIa inh	FXIIa inh
Nc1nc(C2CCCCC2)cs1
  -12	8
CCCn1c(Cc2ccccc2)nnc1SCC(=O)N1CCOCC1
  8	6
O=C(CSc1nnc(Cc2ccccc2)o1)NC1CC2CCC1C2 (stereo not given)
  1	6
CC(C)CN1C(=O)c2ccc(NC(=O)c3ccccc3F)cc2C1=O
  -2	5
CC(C)(C)N1C(=O)c2ccccc2NC(=O)N1Cc1ccc(Br)cc1
  -3	0
C=CCn1c(C)cc(C(=O)COc2nncc3ccccc23)c1C
  0	8
O=C(Nc1ccc2c(c1)OCO2)Nc1ccc(Cl)cc1Cl
  1	-1
CN(C(=O)CSc1nc2c(c(=O)[nH]1)CCCC2)C1CCCCC1
  0	9
Cc1nc2nc(NCc3cccs3)nn2c(C)c1Cl
  1	6
Cc1ccc(N2C(=O)C(Cl)=C(NCc3ccccc3)C2=O)c(C)c1
  6	17

# Other compounds follow:
# Value order – FXIa inh	FXIIa inh
c1ccc(CSc2ncnc3c2cnn3Cc2ccccc2)cc1
  -12	7
Cc1ccc2c(c1)c1c3n2CCN(C(=O)Cn2c(-c4ccccc4)noc2=O)C3CCC1 (stereo not given)
  -10	2
O=C(Cc1cccs1)Nc1nnc(COc2ccccc2)s1
  -1	1
COc1cc(/C=N/NC(=O)/C(=C\c2ccc([N+](=O)[O-])cc2)NC(=O)c2ccccc2)cc(OC)c1O
  -4	8
Cc1ccc(C(=O)COC(=O)c2ccc(Br)o2)cc1C
  4	-13
COc1ccc(-n2ncc3c(NCCN4CCOCC4)ncnc32)cc1
  -12	-11
CCc1c(C)[nH]c(=S)c(C#N)c1C
  -4	6
Cc1c(NC(=O)C(C)NCC2CCCO2)c(=O)n(-c2ccccc2)n1C (stereo not given)
  5	-13
COc1cccc(C2CC(c3c(-c4ccccc4)c4cc(Cl)ccc4[nH]c3=O)=NN2S(C)(=O)=O)c1OC (stereo not given)
  -9	3
Cc1ccc(NC(=O)CCC(=O)NCCO)cc1
  -7	3

# Additional compounds:
# Value order – FXIa inh	FXIIa inh
CCc1ccc2[nH]c3nc(SCc4nnc(-c5ccc(C)cc5)o4)nnc3c2c1
  6	4
O=C(/C=C/c1ccccc1)NC(=S)NNC(=O)Cc1cccs1
  -1	8
CC(=O)Nc1ccc(S(=O)(=O)NCCC(=O)NCCc2ccc(F)cc2)cc1
  2	7
Cc1ccc(N(CC(=O)NC2CC3CCC2C3)S(C)(=O)=O)cc1C (stereo not given)
  1	-13
CC[C@H](C)[C@H](NC(=O)c1ccc(Cl)cc1)C(=O)OCC(=O)c1ccc2c(c1)NC(=O)CO2
  7	8
CCOC(=O)c1cc(NC(=O)SCC(=O)O)c(C)nc1C
  2	-2
CC(=O)Nc1ccc(S(=O)(=O)NCc2ccc(C)cc2)cc1
  -1	3
CS(=O)(=O)Nc1ccc(Br)cc1C(=O)c1ccccc1
  0	0
c1ccc(N2CCN(c3ncccn3)CC2)cc1
  -1	-1
O=C(O)c1cccc(N2C(=O)CCC2=O)c1
  4	6

# Following part.
# Value order – FXIa inh	FXIIa inh
Cc1csc(NC(=O)C2CCCN(S(=O)(=O)c3ccc4c(c3)oc(=O)n4C)C2)n1 (stereo not given)
  -2	8
O=C(c1ccccc1)N1CCN(C2CCCCC2)CC1
  -8	-3
O=C(Nc1ccc(Cl)cc1)[C@@H]1[C@@H]2C(=O)N(c3ccc(Cl)cc3Cl)C(=O)[C@@H]2[C@H]2C=CC=NN21
  -6	10
Cc1c(F)cccc1NC(=O)CSCC(=O)Nc1ccccc1
  -5	-2
NC(=O)c1ccccc1N/C=C/C(=O)c1ccco1
  8	7
Cc1ccc(N(O)C(=O)OCCNC(=O)Nc2ccccc2)cc1
  -1	-10
c1ccc(-c2noc(C34CC5CC(CC(C5)C3)C4)n2)cc1
  -5	7
Cc1c(Cl)cccc1NC(=O)CCN1CCCC(C)C1 (stereo not given)
  -3	8
CC(=O)Nn1cnc2c(c1=O)C1(CCCCC1)Cc1ccccc1-2
  -8	9
COc1cc2cc(C(c3nnnn3C(C)(C)C)N3CCc4ccccc4C3)c(=O)[nH]c2cc1OC (stereo not given)
  -7	3

# (more compounds)
# Value order – FXIa inh	FXIIa inh
O=C(N1CCOCC1)N1CCC(c2nc(-c3ccc(S(=O)(=O)N4CCOCC4)cc3)no2)CC1
  -5	8
COc1ccc(CC(=O)NCC2(c3ccc(OC)c(OC)c3)CCOCC2)cc1
  -4	-3
Cc1n[nH]c(C)c1S(=O)(=O)N1CCN(c2ccccn2)CC1
  -1	1
Cc1cc(C)nc(NS(=O)(=O)c2ccc(NS(=O)(=O)c3ccccc3)cc2)n1
  2	0
CCOC(=O)N1CCC(NCCNC(=O)c2ccc(Cl)cc2)CC1
  1	-14
CCOC(=O)CCc1nc2ccccc2[nH]1
  3	1
Cc1cc(NCCN(C)C)n2nc(-c3cccs3)cc2n1
  4	-9
OC[C@H]1O[C@@H](n2cnc3c(NC4CCCC4)ncnc32)[C@H](O)[C@@H]1O
  2	2
CCCC(=O)N1CCc2cc(OC)c(OC)cc2C1c1cc2cc3c(cc2[nH]c1=O)OCO3 (stereo not given)
  0	2
Cc1ccc(NC(=S)NC(NC(=O)c2ccco2)C(Cl)(Cl)Cl)cc1 (stereo not given)
  0	8

# Additional compounds follow.
# Value order – FXIa inh	FXIIa inh
C(=N\c1nccs1)/c1c[nH]c2ccccc12
  14	6
Cn1c(=O)c(NCCc2ccccc2)c2c3c(cccc31)C(=O)c1ccccc1-2
  19	-11
NC(=O)c1ccc(NC(=O)c2ccc(CN3CCOCC3)cc2)cc1
  -8	6
CCCCOC(=O)Nc1cc(C(=O)OC)ccc1C(=O)OC
  -3	6
COc1cccc(N2CC(C(=O)Nc3c(C)cccc3C)CC2=O)c1 (stereo not given)
  -4	6
CNc1nc2c(C)cccn2c(=O)c1C=NCc1ccccc1
  -3	4
O=S(=O)(/N=C/c1c(O)ccc2ccccc12)c1cccs1
  -4	0
CCOC(=O)C(/C=C(\C#N)C(=O)OCC)=C(/N)N1CCN(c2c(C)cccc2C)CC1
  6	9
O=C(CSCc1ccc(Cl)cc1)Nc1ccc2c(c1)OCO2
  2	7
Cc1cc2[nH]c(=O)c3ccccc3n2n1
  -9	8

# (list continues)
# Value order – FXIa inh	FXIIa inh
CC(C)c1ccc(/C=N/n2nnnc2Nc2ccccc2)cc1
  15	-13
Cc1c(C2N3CC4(C)CN2CC(C)(C3)C4=O)c2ccccc2n1C (stereo not given)
  5	4
O=c1ccc2cc(S(=O)(=O)N3CCN(c4cc(Cl)ccc4Cl)CC3)ccc2o1
  -5	9
Nc1cc(-c2ccccc2)nn1S(=O)(=O)c1ccc(Br)cc1
  4	5
Cc1ccccc1NC(=O)CC(O)(C(F)(F)F)C(F)(F)F
  8	11
Cc1c(C(=O)NCC2COc3ccccc3O2)oc2ccc(S(=O)(=O)N(C)C3CCCCC3)cc12 (stereo not given)
  11	4
Cc1ccc2c(CN3CCC(C)CC3)cc(=O)oc2c1
  0	9
CC(C)Cc1nnc(NS(C)(=O)=O)s1
  4	3
CCc1nc(OCCN(C)C)c2oc3ccccc3c2n1
  2	3
COC(=O)c1ccc(NC(=O)CC2C(=O)N(c3ccc(C)cc3)C(=O)N2CC(C)C)cc1 (stereo not given)
  -4	2

# By substructure, those above with fluorine (6)
# Value order – FXIa inh	FXIIa inh
CCOC(=O)N1CCN(C(=O)CS(=O)(=O)c2cn(Cc3cccc(F)c3)c3ccccc23)CC1
  6	6
O=C(c1cccc(F)c1)N1CCc2ccccc21
  -7	5
CC(C)CN1C(=O)c2ccc(NC(=O)c3ccccc3F)cc2C1=O
  -2	5
CC(=O)Nc1ccc(S(=O)(=O)NCCC(=O)NCCc2ccc(F)cc2)cc1
  2	7
Cc1c(F)cccc1NC(=O)CSCC(=O)Nc1ccccc1
  -5	-2
Cc1ccccc1NC(=O)CC(O)(C(F)(F)F)C(F)(F)F
  8	11

# Additional entries.
# Value order – FXIa inh	FXIIa inh
CCOC(=O)c1ccc(N2C(=O)CC(N3CCC(Nc4ccc(F)cc4)CC3)C2=O)cc1 (stereo not given)
  26	-12
CCOC(=O)c1ccc(N2N=C(C)/C(=C/C=C/c3ccco3)C2=O)cc1
  3	9
CSc1sc(C(=O)O)c2c1C(=O)CCC2
  -1	-12
CN(C)c1c([N+](=O)[O-])ncn1C
  -3	1
Cc1ccc(NC(=O)CN2C(=O)S/C(=C/c3ccc(-c4cc(C(=O)O)ccc4C)o3)C2=O)cc1C
  1	9
O=C(CSc1nnc(C2CC2)n1Cc1ccccc1)NCc1ccccc1
  2	0
COc1ccc(C2/C(=C(/O)c3ccc(C)cc3)C(=O)C(=O)N2C)cc1 (stereo not given)
  2	16
COc1cccc(NC(=O)C23CCC(C)(C(=O)O2)C3(C)C)c1 (stereo not given)
  4	0
O=C(NCc1nnc(SCC(=O)N2CCCC2)o1)c1ccccc1F
  3	2

# An excerpt; rates above refer to the full screens.
